Screening data: PubChem BioAssay, National Center for Advancing Translational Sciences (NCATS)
DT40 TDP1 no CPT – qHTS for Inhibitors of human tyrosyl-DNA phosphodiesterase 1 (TDP1): qHTS in cells in absence of CPT; DT40 Tdp1-/- hTDP1 cells, no CPT, ATP luminescence, 48 h; Potency, µM (highest dose often 46.2 µM), without a hit: at the highest dose activity change, negative = growth inhibition, hits mostly inhibitors; hit rate 15% among 420,000; AID 686978, 2013; note: nearly all actives have a fitted effect of over 55% in size
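Growth kinetics read by CellTiter-Glo luminescence after ≥48 hr at 37 °C. Cells: DT40 Tdp1-/- stably carrying human TDP1, 400 per well, compound exposure in the absence of CPT (DMSO vehicle).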
TDP1 cell CPT – growth inhibition of DT40 Tdp1-/-;hTDP1 cells with camptothecin (screen for TDP1 inhibitors); chicken DT40 Tdp1-/-;hTDP1 cells + 20 nM CPT, ATP luminescence, 48 h; Potency, µM (doses to about 46.2 µM), for the others: at the highest dose activity change, negative = growth inhibition, usual class: inhibitors; hit rate 12% among 420,000; AID 686979; note: nearly all actives have a fitted effect of over 55% in size
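Chicken DT40 Tdp1-/- cells stably complemented with human TDP1 were seeded at 400 cells/well in medium containing 20 nM camptothecin, exposed to pin-transferred compounds, and grown at 37 °C for at least 48 hr. Viability was read as ATP luminescence.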
TDP1 inh – TDP1 (human) enzyme inhibition | Potency, µM (doses to about 130 µM), for the others: top-dose activity change, negative = inhibition, usual class: inhibitors | hit rate 0.28% among 350,000 | Q9NUW8 | recombinant TDP1, AlphaScreen DNA substrate cleavage; note: nearly all actives have a fitted effect of over 40% in size
Target sequence (Q9NUW8 whole entry, looked up): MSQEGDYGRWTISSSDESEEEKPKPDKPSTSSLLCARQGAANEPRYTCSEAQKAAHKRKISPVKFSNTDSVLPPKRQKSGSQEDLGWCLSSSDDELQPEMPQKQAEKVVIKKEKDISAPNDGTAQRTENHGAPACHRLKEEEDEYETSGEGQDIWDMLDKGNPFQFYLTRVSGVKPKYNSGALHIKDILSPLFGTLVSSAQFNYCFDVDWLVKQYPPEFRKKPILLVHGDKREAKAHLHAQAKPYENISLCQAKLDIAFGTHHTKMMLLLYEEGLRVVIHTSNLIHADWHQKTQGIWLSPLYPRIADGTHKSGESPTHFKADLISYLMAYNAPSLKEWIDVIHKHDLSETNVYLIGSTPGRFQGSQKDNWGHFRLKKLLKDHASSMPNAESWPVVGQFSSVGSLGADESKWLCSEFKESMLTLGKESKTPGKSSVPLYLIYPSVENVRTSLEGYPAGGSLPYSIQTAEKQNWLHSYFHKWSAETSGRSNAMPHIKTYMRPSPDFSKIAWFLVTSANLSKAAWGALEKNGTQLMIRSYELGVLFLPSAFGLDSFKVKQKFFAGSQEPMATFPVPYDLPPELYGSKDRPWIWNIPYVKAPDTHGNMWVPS
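Here, a 5' biotin and 3' phosphotyrosine-FITC DNA oligonucleotide reports Tdp1 activity: intact substrate bridges AlphaScreen beads, while cleavage leaves a 3' phosphate and drops signal. All incubations at room temperature.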
The depositor's hits bear a star; ? = inconclusive; . = no result given; & = joins results of further samples. Calls come from the whole dose curve; as a rule, active = well fitted curve in the direction sought with a large enough effect; inconclusive = small, poorly fitted or top-dose-only effect, or another doubt; inactive = no such curve, though single readings can be large; an effect the other way counts as inactive or inconclusive. % is set by controls: 0 for no effect and ±100 for the full control effect; potency is the fitted concentration of half-maximal effect.

Start of the data: the first 13 entries (preview)
SMILES	DT40 TDP1 no CPT	TDP1 cell CPT	TDP1 inh
NCCCC[C@H]1CN=C(N)N1CCc1cccc2ccccc12	-25.2%	0.6%	.
COc1cc(N(CCCn2cnc3c(SC)ncnc32)CCCn2cnc3c(SC)ncnc32)cc(OC)c1OC	?	0.0%	.
COc1ccc(-c2nc(SC)n(C(=O)c3ccco3)n2)cc1	-29.4%	-27.5%	0.0%
Cc1ccc(S(=O)(=O)NC2=NCN(CCOC(=O)c3ccccc3)CN2)cc1	-1.9%	-5.9%	3.9%
Cc1c(Cl)cccc1NC(=O)C1C2C=CC(C2)C1C(=O)O (stereo not drawn)	4.4%	7.0%	.
Cc1cccc(OCc2nnc(SCC(=O)N3CCc4ccccc43)n2C)c1	-15.3%	-10.3%	4.2%
COc1cccc(Nc2nc(N)c([N+](=O)[O-])c(N3CCOCC3)n2)c1	23.1µM*	?	.
COc1cccc(CN2CCNC(=O)C2CC(=O)NCCCN2CCCC2=O)c1 (stereo not drawn)	14.3%	15.3%	-0.4%
CCOC(=O)C1=CC[C@@H](c2ccncc2)N(S(=O)(=O)c2ccc(C)cc2)C1	23.1µM*	?	.
COc1ccccc1CNCC(O)(c1ccc(F)cc1)c1ccc(F)cc1	13µM*	18.4µM*	.
O=C(NCc1ccc2c(c1)OCO2)c1ccc(CSCc2ccccc2Cl)o1	-7.9%	-11.5%	1.4%
Cc1c(Cl)cccc1N/C(=N/S(=O)(=O)c1cccs1)c1ccccc1	?	-19.4%	-6.1%
CC(=O)N1Cc2ccccc2C(C)CC12CCCCC2 (stereo not drawn)	?	?	3.5%

This part in full, previewed entries included:
SMILES	DT40 TDP1 no CPT	TDP1 cell CPT	TDP1 inh
NCCCC[C@H]1CN=C(N)N1CCc1cccc2ccccc12	-25.2%	0.6%	.
COc1cc(N(CCCn2cnc3c(SC)ncnc32)CCCn2cnc3c(SC)ncnc32)cc(OC)c1OC	?	0.0%	.
COc1ccc(-c2nc(SC)n(C(=O)c3ccco3)n2)cc1	-29.4%	-27.5%	0.0%
Cc1ccc(S(=O)(=O)NC2=NCN(CCOC(=O)c3ccccc3)CN2)cc1	-1.9%	-5.9%	3.9%
Cc1c(Cl)cccc1NC(=O)C1C2C=CC(C2)C1C(=O)O (stereo not drawn)	4.4%	7.0%	.
Cc1cccc(OCc2nnc(SCC(=O)N3CCc4ccccc43)n2C)c1	-15.3%	-10.3%	4.2%
COc1cccc(Nc2nc(N)c([N+](=O)[O-])c(N3CCOCC3)n2)c1	23.1µM*	?	.
COc1cccc(CN2CCNC(=O)C2CC(=O)NCCCN2CCCC2=O)c1 (stereo not drawn)	14.3%	15.3%	-0.4%
CCOC(=O)C1=CC[C@@H](c2ccncc2)N(S(=O)(=O)c2ccc(C)cc2)C1	23.1µM*	?	.
COc1ccccc1CNCC(O)(c1ccc(F)cc1)c1ccc(F)cc1	13µM*	18.4µM*	.
O=C(NCc1ccc2c(c1)OCO2)c1ccc(CSCc2ccccc2Cl)o1	-7.9%	-11.5%	1.4%
Cc1c(Cl)cccc1N/C(=N/S(=O)(=O)c1cccs1)c1ccccc1	?	-19.4%	-6.1%
CC(=O)N1Cc2ccccc2C(C)CC12CCCCC2 (stereo not drawn)	?	?	3.5%
COc1ccc(-c2[nH]ncc2/C=C(/C#N)C(=O)NC2CCCCC2)cc1	?	?	-0.7%
CCC(C)[C@H]1CNC(=S)N1CCc1cc(C(F)(F)F)cc(C(F)(F)F)c1 (stereo partly drawn)	20.6µM*	?	1.3%
Cc1csc(NC(=O)CSc2nnc(-c3ccco3)n2C)n1	-1.8%	-1.4%	3.9%
CC(=O)Nc1ccc(N2C(=O)CC(N3CC(C)OC(C)C3)C2=O)cc1 (stereo not drawn)	-4.1%	5.4%	0.0%
OCC[C@@H]1C[C@H](O)[C@@H](O)[C@]2(Cc3ccccc3O2)O1	-4.4%	?	.
COc1cc(CC(=O)OCC(=O)NCc2cccs2)cc(OC)c1OC	0.4%	-0.9%	0.4%
CN(C)CCCNc1nc2cc(-c3cnn(Cc4ccccc4)c3)sc2c(=O)n1C	?	?	.
COc1ccc2c(Sc3ccc(C)cc3)c(C(=O)NC(C)c3ccccc3)[nH]c2c1 (stereo not drawn)	?	?	8.6%
O=C(Nc1ccc(Br)cc1)C1CCC(=O)N1Cc1ccccc1Cl (stereo not drawn)	?	-4.1%	0.5%
COC(=O)c1cccc(F)c1C(=O)c1cccc2ccccc12	3.1%	7.6%	.
Cc1ccc(NC(=O)C2CCCN(c3nnc(-n4c(C)ccc4C)s3)C2)cc1Cl (stereo not drawn)	20.6µM*	?	7.6%
CCN(CC)S(=O)(=O)c1ccc2c(c1)nc(CCC(=O)OCC(=O)Nc1c(F)cccc1F)n2C	-4.9%	0.2%	5.3%
O=C(Nc1ccc2c(c1)OCCO2)c1c(Cl)cccc1Cl	?	6.6%	.
C=CCn1c(=O)c2ccccc2n2c(SCc3csc(-c4ccccc4)n3)nnc12	?	?	6.2%
Cc1cc(C)c2nc(N3CCC(C(=O)NCCCN4CC(C)CC(C)C4)CC3)sc2c1 (stereo not drawn)	23.1µM*	?	-2.5%
COc1ccc(C(=O)Nc2ccc(N3CCN(C)CC3)cc2)cc1[N+](=O)[O-]	-1.2%	2.2%	0.0%
COc1ccc(/C=N/OCc2ccccc2C#N)c(OC)c1	-22.7%	?	.
CC1=C(C(=O)N2CCOCC2)CC(CC(=O)NCCCCc2ccccc2)C(=O)N1Cc1ccc(F)cc1 (stereo not drawn)	?	-18.1%	.
CCn1c(CC(=O)Nc2ccccc2)nnc1SCC(=O)NC1CCCC1	-2.0%	3.3%	9.2%
CCn1c(C)[n+](CC)c2ccc(C(=O)N(C)c3ccccc3)cc21	9.8%	-2.8%	6.0%
Cc1cccc2[nH]c(CN(C)C(=O)CC3C(=O)NCCN3CC(C)(C)C)nc12 (stereo not drawn)	-24.5%	3.5%	-2.7%
Cc1cc(NC(=O)c2ccccc2-c2ccccc2)ccc1Br	?	?	-11.0%
O=C(COC(=O)COc1ccc(Br)cc1)Nc1ccc2c(c1)OCCO2	5.3%	-2.9%	0.8%
COc1cccc2cc(C(=O)Nc3ccc(F)cc3)c(=Nc3ccc(C(=O)O)cc3)oc12	?	-15.4%	-1.1%
COc1ccc(/C=C/C(=O)NCCc2c[nH]c3ccccc23)cc1OC	?	?	6.5%
C/C(Cn1nnc([N+](=O)[O-])n1)=N\NC(=O)c1ccccc1O	18.4µM*	14.6µM*	2.6%
COc1ccc2c(c1)C=C(C(=O)NCc1cc(Br)ccc1OC)CO2	?	?	4.1%
Cc1cc(C)cc(NC(=O)Nc2cccs2)c1	?	?	2.9%
C[N+](C)(C)CC/C=C1/c2ccccc2CSc2ccccc21	?	?	4.9%
c1ccc(-c2nnc(-c3ccco3)o2)cc1	-2.7%	-3.2%	2.4%
Cc1ccc(S(=O)(=O)N2CCOCC2)cc1NC(=O)CSc1nnc2n1CCCCC2	20.9%	-5.4%	-0.3%
Cc1ccc(S(=O)(=O)N(CC(=O)N/N=C/c2cccc3c2OCCO3)c2ccccc2F)cc1	?	?	3.5%
CCOC(=O)[C@]12CCCC=C1N(Cc1ccco1)C(=O)[C@H](CC(=O)NCCCCc1ccccc1)C2	?	23.1µM*	.
CC1(C)CC(=O)c2cc(C(=O)NC3CCSC3=O)c(=O)n(-c3ccc(Cl)cc3)c2C1 (stereo not drawn)	-0.5%	-14.3%	0.0%
CCC(=O)Nc1ccc2nn(-c3ccc(F)cc3)nc2c1	-27.6%	-3.1%	.
COC(=O)c1ccccc1-c1cn(C)c2ccccc2c1=O	10.7%	4.5%	.
COc1ccc(CNC(=O)C2CCN(S(=O)(=O)N3CCOCC3)CC2)cc1	-3.4%	2.8%	4.8%
COc1ccc(Cn2c(=O)[nH]c3cc(C(=O)NCCCN4CCCC4=O)ccc3c2=O)cc1	-15.5%	2.4%	0.0%
CCCCn1c(SCC(=O)N(C)C)nnc1-c1ccncc1	-0.6%	4.8%	3.5%
CCCCN1C(=O)C(=O)NC[C@@H]1C(C)O (stereo partly drawn)	-4.3%	6.4%	-5.0%
COc1cc(-n2c(=O)c3ccccc3n(Cc3ccccc3)c2=O)cc(OC)c1OC	-24.0%	?	0.0%
COc1cc(NC(=S)NC(=O)c2cccs2)ccc1NC(=O)C(C)C	?	?	3.7%
Cc1ccc(-n2ncc3c(=O)n(CC#N)cnc32)cc1	-26.0%	-22.3%	-6.2%
CSc1nnc(N2C(=O)C(O)=C(C(=O)c3ccco3)C2c2ccccc2)s1 (stereo not drawn)	?	-24.2%	6.2%
O=S(=O)(N/N=C1\CCCc2ccccc21)c1ccccc1	-9.8%	4.9%	1.3%
O=C(c1ccncc1)N1CCC2(CCCN(c3ncccn3)C2)CC1	-23.6%	11.8%	.
Cc1cc(Cl)cc(Cl)c1CNc1c([N+](=O)[O-])c(=O)oc2ccccc12	16.4µM*	?	-4.5%

Further structures
SMILES	DT40 TDP1 no CPT	TDP1 cell CPT	TDP1 inh
COC(=O)Cc1ccc(NC(=S)NCCSc2ccc(Cl)cc2)cc1	20.6µM*	?	4.2%
COC(=O)c1sc(S(=O)(=O)N2CCCCC2C(=O)O)c(C(=O)OC)c1C (stereo not drawn)	-21.4%	?	4.7%
O=C(NCc1ccccc1)C1c2ccccc2OCC(=O)N1CCc1c[nH]c2ccccc12 (stereo not drawn)	?	-27.6%	.
Cc1cccc(C)c1OCc1cc(C(=O)N2CC3C[C@@H]4CC2C[C@H](C3)C4)no1	?	?	3.2%
O=C(CSC1=NCCS1)c1ccc(Cl)cc1	?	?	5.3%
CC1CCCCc2nc3c(c(=O)n21)CCCC3 (stereo not drawn)	-1.6%	-5.2%	.
Cc1cccc(C)c1NC(=O)CN1N=NC2C(=O)N(c3cccc(Cl)c3)C(=O)C21 (stereo not drawn)	-1.8%	-8.5%	5.7%
CSc1nnc(C2CCCN(CC(=O)Nc3ccccc3N3CCOCC3)C2)n1C(C)C (stereo not drawn)	-22.0%	-20.0%	7.7%
O=C(O)/C=C/S(=O)(=O)c1ccc2ccccc2c1	?	?	.
CCn1c2ccccc2c2cc(C3C(C#N)=C(N)Oc4n[nH]c(COC)c43)ccc21 (stereo not drawn)	25.9µM*	?	9.8%
CCOC(=O)CC1(NC(=O)C2CCC(=O)N(CCc3ccc(OC)cc3)C2)CCCCC1 (stereo not drawn)	-2.4%	-16.2%	2.6%
Cc1c(N2C(=O)CSC2c2ccc(F)cc2)c(=O)n(-c2ccccc2)n1C (stereo not drawn)	-6.3%	-18.6%	.
CCOc1ccc(CNc2nc3ccccc3n2C)cc1	?	-23.3%	.
Cc1nc2ccccc2c(=O)n1CCc1ccc(O)cc1	-26.1%	-4.6%	.
COCc1cc(C)nc(Nc2ccccc2OC)c1C#N	-17.5%	5.9%	.
Cc1cc2oc(=O)cc(CN3CCCc4ccccc43)c2cc1C	?	?	3.8%
COc1cc2c(cc1OC)CN(C(=O)c1cc3ccccc3oc1=O)CC2	11.6µM*	10.3µM*	3.2%
CN1CCN(C(=O)C2CCCN(S(=O)(=O)c3ccc(Cl)cc3)C2)CC1 (stereo not drawn)	-25.5%	-8.1%	0.3%
CC(=O)CSc1nnc(-c2ccc(S(=O)(=O)N3CCOCC3)cc2)n1C	1.7%	-1.6%	.
CCOc1ccc(C(C)=O)cc1CC(C(N)=O)C(N)=O	6.9%	2.7%	0.0%
Cn1ncc(Cl)c1C(=O)N1CCN(S(=O)(=O)c2ccc(Cl)s2)CC1	-28.3%	-22.5%	1.3%
COCCN(C(=O)c1csnn1)C(C(=O)NC1CCCC1)c1ccccc1F (stereo not drawn)	-16.1%	-1.0%	2.7%
COc1ccc(C2C(=O)N(C3CCCCC3)CC(=O)N2CCc2ccc(OC)c(OC)c2)cc1 (stereo not drawn)	?	-28.0%	5.2%
Cc1ccc2nc(-c3ccc(C#N)cc3)c(Cc3ccccc3)n2c1	?	?	.
CC(=O)N[C@H](CS)C(=O)O	1.1%	-21.9%	7.7%
C#CC(C)OCC1CNC(=S)O1 (stereo not drawn)	-6.8%	0.9%	.
COc1cc([N+](=O)[O-])cc(CN2CCCCC2)c1O	-4.9%	-28.9%	-6.8%
O=S(=O)(Nc1cccc(-c2ccc(N3CCCCCC3)nn2)c1)c1cccc(F)c1	-76.3%&-9.5%	?	3.5%&3.0%
COC(=O)[C@@]12C[C@@H](CC(=O)NCc3cccc4ccccc34)C(=O)N(Cc3cccc4ccccc34)C1=CCC(C)(C)C2	?	18.4µM*	.
COc1cc(OC)cc(C(=O)NCCC(c2ccccc2)c2ccccc2)c1	?	?	.
CC(C)Sc1cc(N2CCCC2)nc(-c2ccc(F)cc2)n1	?	5.7%	7.8%
